Wee1 degr inh – inhibitors of human Wee1 degradation; P30291; HeLa Luc-Wee1K328M stability, luciferase luminescence; 100% = proteasome inhibitor MG132 effect; reporter increase, % at 5 µM; actives 1.2% (n = 220,000);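 active = activation above the mean of all tested compounds plus 3 SD, set per screening run, cut at about 8.8% in these data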;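 also: cells exposed to compound for 20 h before luminescence read; 0% = DMSO alone and 100% = MG132 at 30 µM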
S1P4 ag – agonists of human S1P4 receptor; O95977; S1P4-expressing cell line, agonist reporter assay; activation, % at 4.98 µM; actives 0.35% (n = 220,000); AID 1509; in the data active = activation above about 11%;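 also: 0% = DMSO vehicle and 100% = reference agonist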
Target sequence (O95977 whole entry, looked up): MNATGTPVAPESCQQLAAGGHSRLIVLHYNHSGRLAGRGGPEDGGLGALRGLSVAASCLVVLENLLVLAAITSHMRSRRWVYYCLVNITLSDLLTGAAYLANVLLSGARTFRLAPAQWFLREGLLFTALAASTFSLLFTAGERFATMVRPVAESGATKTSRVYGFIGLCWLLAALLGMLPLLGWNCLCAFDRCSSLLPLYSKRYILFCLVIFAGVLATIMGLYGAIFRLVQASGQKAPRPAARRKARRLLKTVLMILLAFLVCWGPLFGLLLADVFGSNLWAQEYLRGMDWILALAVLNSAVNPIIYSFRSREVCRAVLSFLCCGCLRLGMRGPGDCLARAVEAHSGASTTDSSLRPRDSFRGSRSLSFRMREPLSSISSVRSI
Mdm2 ligase inh – blocks human Mdm2 ubiquitin ligase activity | actives 0.11% (n = 210,000) | signal enhancement, % at 5 µM | Q00987 | AID 1230 | cell-based MDM2 ubiquitination luciferase reporter, 2 h; 0 = plate control, 100 = twice control, blank-subtracted;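 active = signal enhancement of 30% or more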;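 also: luminescence tracks abundance of the self-degrading MDM2-luciferase fusion protein; higher signal means inhibition of MDM2 E3 ligase activity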
Target sequence (Q00987 whole entry, looked up, the tested form may be a part): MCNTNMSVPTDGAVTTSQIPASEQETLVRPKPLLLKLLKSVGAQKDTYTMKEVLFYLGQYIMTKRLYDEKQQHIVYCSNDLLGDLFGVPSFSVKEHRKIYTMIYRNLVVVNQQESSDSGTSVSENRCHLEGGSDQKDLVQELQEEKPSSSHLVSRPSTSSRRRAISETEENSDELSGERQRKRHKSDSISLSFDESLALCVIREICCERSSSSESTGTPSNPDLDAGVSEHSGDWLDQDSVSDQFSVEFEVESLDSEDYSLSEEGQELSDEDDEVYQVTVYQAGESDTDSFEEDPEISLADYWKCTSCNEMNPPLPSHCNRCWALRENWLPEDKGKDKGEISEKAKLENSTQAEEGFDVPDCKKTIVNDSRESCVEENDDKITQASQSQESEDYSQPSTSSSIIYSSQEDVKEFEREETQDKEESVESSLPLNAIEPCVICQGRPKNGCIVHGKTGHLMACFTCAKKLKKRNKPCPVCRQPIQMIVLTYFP
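Test system: mammalian cells stably expressing self-ubiquitinating, self-degrading MDM2 E3–luciferase fusion; Amount: 2000 cells in each well; Medium: DMEM; Schedule: 4 h settle plus 2 h compound, 37 °C; Technique: SteadyLite luciferase luminescence after 15 min room-temperature reagent incubation; Benchmarks: plate control and blank wells.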
NPY-Y2 PAM-ag – potentiators or agonists of human neuropeptide Y receptor Y2 | actives 0.45% (n = 220,000) | P49146 | cells expressing NPY-Y2, potentiator/agonist read-out | activation, % at 3.6 µM; in the data active = activation above about 27%;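 also: cells stimulated with NPY near EC25 plus isoproterenol at EC100; 0% = vehicle plus submaximal agonist and 100% = vehicle plus saturating agonist; some results beyond the cut were filed as inactive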
BaF3 tox – reduces parental Ba/F3 cell viability, JAK2V617F counter-screen; CellTiter-Glo ATP luminescence; inhibition, % at 5.6 µM; actives 1.1% (n = 220,000);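 active = inhibition above a per-campaign cutoff, the mean inhibition of all tested compounds plus 3 SD, cut at about 27% in these data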;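 also: 0% = DMSO wells and 100% = JAK Inhibitor I control wells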
eIF4E 4G PPI – blocks eIF4E binding to eIF4G; P63073+Q04637; TR-FRET eIF4E-eIF4GI(517-606) binding, 2 h; actives 0.37% (n = 220,000); inhibition, % at 21.7 µM;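 active = inhibition above about 30%, limit read from the data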;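 also: 0% = full FRET control wells and 100% = background wells lacking eIF4GI fragment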
S1P4 antag – human S1P4 receptor antagonism | O95977 | S1P4-expressing cells, antagonist mode, reporter read-out | inhibition, % at 4.98 µM | actives 0.26% (n = 220,000); in the data active = inhibition above about 29%;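 also: 0% = wells stimulated with agonist and 100% = vehicle wells without agonist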
PERK inhibitor – inhibitors of human PERK kinase | CHO PERK-DD fusion, SEAP luminescence translation reporter | inhibition, % at 5.6 µM | actives 0.17% (n = 220,000);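 active = inhibition above the mean inhibition of all tested compounds plus 3 SD, set separately per screening campaign, cut at about 2.9% in these data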;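 also: PERK kinase domain activated by AP20187 dimerizer at 100 nM; 0% = DMSO with dimerizer and 100% = rapamycin at 8.4 µM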
Ba/F3 V617F tox – loss of viability in JAK2V617F-driven Ba/F3 cells; Ba/F3 EpoR-JAK2V617F viability, ATP luminescence; inhibition, % at 5.6 µM; actives 1.1% (n = 220,000);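 active = inhibition above the campaign mean plus 3 SD over all tested compounds, cut at about 24% in these data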;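 also: cytokine-independent growth of Ba/F3 cells driven by EpoR plus mutant JAK2; 0% = DMSO-treated cells and 100% = JAK inhibitor I control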
* = called active by the depositor; nt = not tested or not shown; [ ] = dose if it differs, or a comment.

SMILES | Wee1 degr inh | S1P4 ag | Mdm2 ligase inh | NPY-Y2 PAM-ag | BaF3 tox | eIF4E 4G PPI | S1P4 antag | PERK inhibitor | Ba/F3 V617F tox
CN(C)/C=C\C(=C/C(=O)C(F)(F)F)Nc1ccccc1Oc1ccccc1 | -2 | 0.5 | 5 | -12 | 6 | -8 | -5 | 0.9 | 1
COc1ccc(C2NCCc3c2[nH]c2ccccc32)cc1CSc1nc2ccccc2s1 (centres undefined) | -2 | 0.5 | 4 | 15 | 5 | 18 | -13 | -0.3 | -1
CCOc1c(Cl)cc(CNCc2ccccn2)cc1OC | 9.0* | 4.3 | -11 | -6 | 7 | 1 | -12 | -0.8 | 3
O=C(c1ccco1)N1CCN(S(=O)(=O)Cc2ccc(Cl)cc2)CC1 | 5 | -0.9 | -20 | 9 | -2 | 2 | -21 | 0.2 | -3
CCCC1CC(C)(c2csc(Nc3ccc(OCC)cc3)n2)OC1=O (centres undefined) | 0 | 1.8 | -15 | 16 | 1 | -2[fluorescence artefact?] | -9 | -0.4 | -1
COCc1cc(S(=O)c2ccc(Cl)cc2)nc(C)n1 (centres undefined) | 3 | -0.1 | -26 | 3 | -8 | 1 | 12 | 1.2 | 5
CSCc1ccc(C(=O)NCc2ccc(C)cc2)cc1 | 2 | 0.7 | -4 | -4 | 3 | 5 | -9 | 1.0 | -4
N#CC1=C(S)N(c2ccccc2)C(c2ccc(-c3ccccc3Cl)o2)NC1=O (centres undefined) | -1 | -1.1 | -12 | -3 | 0 | 1 | -17 | -0.3 | -4
Cc1ccsc1C=Nc1ccc(O)cc1 | -1 | -1.9 | 10 | 8 | 1 | 11 | -1 | 1.4 | -2
Cc1sc(NC(=O)C2CCCO2)c(C(N)=O)c1C (centres undefined) | 2 | 2.3 | -3 | -6 | 1 | -2 | -7 | -0.1 | 4
O=C(N/N=C/c1ccc2c(c1)OCO2)C(=O)Nc1ccccc1 | -1 | 0.5 | -6 | -6 | -3 | -1 | -6 | 0.6 | -1
Cc1ccc(CCP(=O)(O)CN2CCOCC2)cn1 | 1 | -1.4 | -5 | 2 | -1 | -1 | -7 | 0.3 | -3
CCN(CC)S(=O)(=O)c1cccc(C(=O)N2CC(O)CC2C(=O)O)c1 (centres undefined) | -1 | 1.7 | 4 | -3 | 0 | -3 | -5 | -0.4 | -1
Cc1cc(C)c(S(=O)(=O)Nc2ccc3[nH]c(=O)[nH]c3c2)c(C)c1 | -1 | 0.3 | -12 | -6 | 11 | 1 | -3 | -0.7 | 3
CCOC(=O)Cn1c(=O)oc2cc(S(=O)(=O)Nc3cccc(C)c3)ccc21 | 0 | 0.4 | -7 | 43* | 6 | -2 | -6 | 0.4 | -1
COc1ccc(C(c2nnnn2CS(=O)(=O)c2ccc(C)cc2)N2CCN(c3ncccn3)CC2)cc1 (centres undefined) | -2 | -0.9 | 15 | 3 | 1 | 4 | -13 | 0.1 | 1
CC(=O)c1ccc(N(C)C)cc1 | 1 | 2.6 | -10 | 9 | 2 | -9 | -1 | 1.1 | -3
COc1ccc(NCC(=O)Nc2ccccc2C#N)cc1Cl | 3 | 1.2 | -16 | -5 | 1 | 2 | -9 | -0.1 | -4
CCc1ccccc1NC(=O)CN1CCC(NC(=O)COC)CC1 | -3 | 0.1 | -8 | -1 | 0 | 2[fluorescence artefact?] | 13 | 0.6 | 1
Nc1cc(N)nc(SCC(=O)N2CCN(S(=O)(=O)c3ccccc3)CC2)n1 | 3 | 1.1 | nt | 6 | 2 | -12 | -62 | 0.6 | 0
Cc1nccn1-c1ccc(C=O)cc1 | -3 | 0.2 | -3 | 9 | -1 | 0 | 10 | 0.2 | 0
CC(=O)c1ccc(N2CCN(C(=O)Nc3ccc(C(C)C)cc3)CC2)cc1 | 0 | -2.7 | -26 | -1 | 16 | -2 | -5 | -0.8 | 2
CCc1ccccc1NC(=S)N(CCc1ccncc1)C(C)C | 0 | -2.2 | -15 | -1 | -2 | 0 | 8 | 1.9 | -3
Cc1cccc2cc(CNC3CCCC3)c(Cl)nc12 | 8 | -0.6 | 5 | 7 | 0 | 0 | -8 | 0.0 | -1

Entries of single compounds from above.
CCc1ccccc1NC(=O)CN1CCC(NC(=O)COC)CC1 in the list: Wee1 degr inh = -3; S1P4 ag = 0.1; Mdm2 ligase inh = -8; NPY-Y2 PAM-ag = -1; BaF3 tox = 0; eIF4E 4G PPI = 2[fluorescence artefact?]; S1P4 antag = 13; PERK inhibitor = 0.6; Ba/F3 V617F tox = 1
Cc1cccc2cc(CNC3CCCC3)c(Cl)nc12 in the list: Wee1 degr inh = 8; S1P4 ag = -0.6; Mdm2 ligase inh = 5; NPY-Y2 PAM-ag = 7; BaF3 tox = 0; eIF4E 4G PPI = 0; S1P4 antag = -8; PERK inhibitor = 0.0; Ba/F3 V617F tox = -1

Shown field by field: part of the list above.
Cc1cccc2cc(CNC3CCCC3)c(Cl)nc12
  Wee1 degr inh = 8	S1P4 ag = -0.6	Mdm2 ligase inh = 5	NPY-Y2 PAM-ag = 7	BaF3 tox = 0	eIF4E 4G PPI = 0	S1P4 antag = -8	PERK inhibitor = 0.0	Ba/F3 V617F tox = -1
Nc1cc(N)nc(SCC(=O)N2CCN(S(=O)(=O)c3ccccc3)CC2)n1
  Wee1 degr inh = 3	S1P4 ag = 1.1	Mdm2 ligase inh = nt	NPY-Y2 PAM-ag = 6	BaF3 tox = 2	eIF4E 4G PPI = -12	S1P4 antag = -62	PERK inhibitor = 0.6	Ba/F3 V617F tox = 0

(continued)
SMILES | Wee1 degr inh | S1P4 ag | Mdm2 ligase inh | NPY-Y2 PAM-ag | BaF3 tox | eIF4E 4G PPI | S1P4 antag | PERK inhibitor | Ba/F3 V617F tox
COc1cc(/C=N/NC(=O)C(=O)NCc2ccco2)cc(Cl)c1O | -3 | -0.9 | -14 | -5 | -5 | 8 | 3 | 2.6 | -1
O=C(NC1C2CC3CC(C2)CC1C3)C1CC1 (centres undefined) | -2 | 0.9 | -10 | 14 | 4 | 1 | -4 | 0.2 | 4
Cn1c(SCCOc2ccccc2Cl)nnc1-c1ccncc1 | 2 | -3.4 | -4 | 9 | 2 | 2 | -1 | -0.4 | 1
CC(C)(C)n1nnnc1CN(Cc1ccc(F)cc1)Cc1ccco1 | 1 | -0.1 | -21 | -1 | 0 | -13 | -22 | 0.1 | -5
CCn1cc(C(=O)N2CC=C(c3ccccc3)CC2)c(=O)c2ccc(C)nc21 | -1 | -2.0 | -6 | -13 | -1 | 10 | 0 | 1.4 | -5
CCN(CC)CCN1C(=O)c2oc3ccccc3c(=O)c2C1c1cccc(Br)c1 (centres undefined) | 0 | -0.3 | -21 | -18 | 8 | 0 | -12 | -1.2 | 6
CCCCOc1ccc(NC(=O)CN2CCN(C(=O)OCC)CC2)cc1 | 8 | 0.1 | -9 | 2 | 7 | 2 | -3 | 1.2 | -1
O=C(NCCCN1CCCC1)c1ccc2c(c1)N(Cc1ccccc1)CCS2 | 2 | 0.6 | -19 | -9 | 5 | 3 | -2 | -1.4 | -3
CCC(O)C1CCN(C(=O)c2cc(COc3ccc4ncccc4c3)on2)CC1 (centres undefined) | -3 | -2.2 | -15 | 11 | 68* | 4 | 2 | -0.3 | 47*
COc1ccc(-c2ccc3c(N)c(C(=O)c4ccc(OC)c(OC)c4)sc3n2)cc1 | 3 | -0.1 | -6 | 12 | 4 | 14[fluorescence artefact?] | -2 | -0.3 | -4
Cc1cc(C)c2c(N)c(C(=O)c3ccc(Cl)cc3Cl)sc2n1 | 3 | -1.7 | -3 | 8 | 5 | -4[fluorescence artefact?] | -5 | 0.5 | -3
COc1ccc(NC(=S)Nc2ncccc2C)c(OC)c1 | 0 | -2.4 | -4 | -1 | 5 | 4 | -6 | 0.3 | 1

Five entries already listed, arranged by SMILES length, low to high.
SMILES | Wee1 degr inh | S1P4 ag | Mdm2 ligase inh | NPY-Y2 PAM-ag | BaF3 tox | eIF4E 4G PPI | S1P4 antag | PERK inhibitor | Ba/F3 V617F tox
Cn1c(SCCOc2ccccc2Cl)nnc1-c1ccncc1 | 2 | -3.4 | -4 | 9 | 2 | 2 | -1 | -0.4 | 1
CC(C)(C)n1nnnc1CN(Cc1ccc(F)cc1)Cc1ccco1 | 1 | -0.1 | -21 | -1 | 0 | -13 | -22 | 0.1 | -5
CCCCOc1ccc(NC(=O)CN2CCN(C(=O)OCC)CC2)cc1 | 8 | 0.1 | -9 | 2 | 7 | 2 | -3 | 1.2 | -1
O=C(NCCCN1CCCC1)c1ccc2c(c1)N(Cc1ccccc1)CCS2 | 2 | 0.6 | -19 | -9 | 5 | 3 | -2 | -1.4 | -3
CCn1cc(C(=O)N2CC=C(c3ccccc3)CC2)c(=O)c2ccc(C)nc21 | -1 | -2.0 | -6 | -13 | -1 | 10 | 0 | 1.4 | -5

More structures.
SMILES | Wee1 degr inh | S1P4 ag | Mdm2 ligase inh | NPY-Y2 PAM-ag | BaF3 tox | eIF4E 4G PPI | S1P4 antag | PERK inhibitor | Ba/F3 V617F tox
CCOC(=O)c1cc2sc(C)cc2n1CC(=O)NCc1ccc(F)cc1 | 8 | -2.8 | -21 | -1 | 8 | -12 | -9 | -0.4 | 3
CCC(=O)c1ccc(Oc2ccc(C(=O)c3ccc(C)cc3)cc2[N+](=O)[O-])cc1 | -1 | 0.8 | -10 | -7 | 3 | 1 | 12 | 0.4 | 0
CCCn1c(SCC(=O)Nc2ccc(OC)cc2[N+](=O)[O-])n[nH]c1=O | -1 | 2.6 | -6 | 4 | 3 | 0 | -16 | -0.4 | 2
CCN(CC)C(=O)CSc1nc(-c2ccco2)cc(C(F)(F)F)c1C#N | -1 | 1.7 | -1 | 6 | 2 | 1[fluorescence artefact?] | -15 | -0.7 | -2
CN(C)c1ccc2c3c(cccc13)C(=O)N(c1ccccc1)C2=O | 1 | 1.4 | -7 | -1 | 2 | 0 | -21 | -0.2 | -1
CC1CCN(S(=O)(=O)c2cc([N+](=O)[O-])ccc2Cl)CC1 | 7 | -0.2 | -14 | 12 | 7 | -2 | 17 | 0.6 | -1
Cc1cc(=O)oc2c1c(C(F)(F)F)nn2-c1ccccc1 | 1 | -1.4 | -7 | -1 | 1 | -1 | 14 | 0.9 | 0
CNCCCOc1cc(C)cc(C)c1C | -2 | 0.3 | -12 | 1 | 3 | 0 | -5 | -1.0 | 6
Cc1cc(C)c(-n2nnnc2SCC(=O)c2cccs2)c(C)c1 | 0 | 2.0 | -12 | 0 | -3 | 5 | -4 | 0.6 | 4
C=C(C)COc1ccc(-c2n[nH]c(C)c2-c2ccccc2)c(O)c1 | 2 | 1.5 | 0 | -7 | 5 | -2 | -35 | 1.1 | 2

Assay outcomes from PubChem BioAssay.
